Compound activity: PubChem BioAssay, several laboratories
NS3 helicase inh: inhibitors of HCV NS3 helicase, primary screen, biochemical, Cy5 molecular beacon fluorescence; NS3 helicase DNA unwinding; inhibition, % at 10.9 µM; hit rate 0.56% among 290,000; AID 1800, 2009;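 active = inhibition above the mean of all tested compounds plus 3 SD, set per campaign, cut at about 35% in these data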;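 also: 0% = DMSO wells and 100% = thioflavine S control wells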
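Measured by: Cy5 fluorescence, 0 and 60 min reads / Assay system: NS3 helicase fragment of HCV / Control set: low DMSO, high thioflavine S at 110 µM / Times: 1 h reaction at 25 °C, ATP-initiated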
PfM18AAP inh: PfM18AAP inhibitors, malaria aminopeptidase, primary screen, biochemical, QFRET, recombinant enzyme. M18 aspartyl aminopeptidase (Plasmodium falciparum 3D7). H-Glu-NHMec fluorogenic cleavage. inhibition, % at 7.35 µM. hit rate 1.2% among 290,000;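 active = inhibition above the campaign mean inhibition over all tested compounds plus 3 SD, cut at about 28% in these data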;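 also: 0% = plate median of test compound wells and 100% = 2 mM ZnCl2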
VIM-2 inh: VIM-2 metallo-beta-lactamase inhibitors, primary screen, biochemical, epi-absorbance readout, Pseudomonas aeruginosa enzyme; hit rate 0.89% among 290,000; AID 1527, 2009; inhibition, % at 5.6 µM; purified VIM-2, nitrocefin hydrolysis, epi-absorbance fluorescence;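 active = inhibition above the mean of all tested compounds plus 3 SD, cutoff set per screening run, cut at about 7.5% in these data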;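 also: red hydrolysis product quenches plate fluorescence so inhibitors raise well fluorescence; 0% = enzyme with DMSO and 100% = DMSO without enzyme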
NALP1 inh: NALP1 inflammasome inhibitors in reconstituted yeast, colorimetric, S. cerevisiae, triplicate retest; S. cerevisiae NALP1/ASC/caspase-1 growth, X-gal OD620, 72 h; inhibition, % at 10 µM; hit rate 0.61% among 280,000; AID 2071, 2009; in the data active = inhibition mostly above about 24%, no sharp cut-off; inactive = mostly below about 32%; also: some compounds called inactive have numbers as strong as hits
MEKK2 mut-MEK5: MEK5 binding signal on mutant MEKK2 PB1, primary screen, biochemical, multiplex bead flow cytometry, Alexa488-MEK5; percent response, % at 10 µM; hit rate 0.35% among 290,000; Alexa488-MEK5 binding to MEKK2 mutant; in the data active = percent response above about 24%, passing the limit was not always enough; also: inactives centre near 1; some results filed as inactive read as strong as hits
DNA FID counter: compounds displacing fluorescent DNA intercalator, primary screen, artefact control for HCV NS3 helicase inhibitor project, biochemical, FID fluorescence; AID 1845, 2009; DNA fluorescent intercalator displacement; hit rate 0.17% among 290,000; inhibition, % at 7.9 µM; in the data active = inhibition above about 37%;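 also: 0% = vehicle and 100% = reference compound; higher means more ethidium bromide displaced from hairpin DNA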
SUMO HTRF inh: inhibitors of in vitro SUMOylation cascade, primary screen, biochemical, HTRF, uHTS; HTRF SUMOylation assay, SAE1/SAE2 + UBC9; inhibition, % at 35 µM; hit rate 0.36% among 290,000; AID 2006, 2009; in the data active = inhibition above about 50%, passing the limit was not always enough; also: strong numbers were not always called active
Target sequence (P63279 whole entry, looked up): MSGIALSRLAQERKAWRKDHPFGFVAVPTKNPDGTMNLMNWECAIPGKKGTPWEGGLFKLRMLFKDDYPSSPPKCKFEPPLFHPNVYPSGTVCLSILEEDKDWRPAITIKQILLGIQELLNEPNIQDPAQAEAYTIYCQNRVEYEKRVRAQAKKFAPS
IMP-1 inh: IMP-1 metallo-beta-lactamase inhibitors, primary screen, biochemical, epi-absorbance readout, Pseudomonas aeruginosa enzyme; AID 1556, 2009; purified IMP-1, nitrocefin hydrolysis, epi-absorbance fluorescence; hit rate 0.45% among 290,000; metallo-beta-lactamase IMP-1 (Pseudomonas aeruginosa); inhibition, % at 5.6 µM;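 active = inhibition above the mean plus 3 SD of all compounds in the same screening run, cut at about 4.5% in these data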;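 also: 0% = IMP-1 with DMSO and 100% = DMSO wells lacking enzyme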
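assay system = purified recombinant IMP-1 metallo-beta-lactamase enzyme | schedule = 15 min preincubation plus 25 min reaction at 25 °C | signal = Epi-absorbance fluorescence, 480 nm excitation, 530 nm emission | read-out basis = percent inhibition from optical density relative to buffer-blank wells | controls = IMP-1 with DMSO as 0%, enzyme-free DMSO as 100%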
MEKK2wt PB1 HTS: modulators of MEK5 binding to wildtype MEKK2, primary screen, biochemical, multiplex bead flow cytometry, Alexa488-MEK5; binding response (% of control), % at 10 µM; Mitogen-activated protein kinase kinase kinase 2 (Homo sapiens), Q9Y2U5; hit rate 1.1% among 290,000; Alexa488-MEK5 binding to MEKK2 WT; actives lie on both sides; in the data active = binding response below about 67% or above about 130%
The depositor's hits bear a star; . = no result given; [ ] = dose if it differs, or a comment.

SMILES	NS3 helicase inh	PfM18AAP inh	VIM-2 inh	NALP1 inh	MEKK2 mut-MEK5	DNA FID counter	SUMO HTRF inh	IMP-1 inh	MEKK2wt PB1 HTS
O=C(Nc1ccc2c(c1)OCCO2)NC12CC3CC(CC(C3)C1)C2	-7	4	-1.4	14	-2	-11	-22	-1.7	99
COC(=O)C(Cc1ccc(O)cc1)NC(=O)CCNC(=O)c1ccco1 (centres undefined)	5	-4	-1.2	5	3	-5	8	-0.7	100
Cc1ccccc1NC(=O)Cn1cc(C(=O)C2CC2)c2ccccc21	12	-1	1.6	24	-3	-8	2	-0.7	96
NS(=O)(=O)c1ccc(NNC(=O)c2ccccc2C(=O)O)cc1	3	16	2.0	.	-16	6	15	0.5	68
Cc1nc(/N=C\N(C)C)sc1C(=O)Nc1ccccc1	7	-1	-0.5	-14	-4	-3	1	-6.0	98
COc1cccc(CC2(CO)CCCN(C/C=C/c3ccccc3OC)C2)c1 (centres undefined)	-27	-4	0.8	12	3	18	14	0.2	115
O=[N+]([O-])c1cccc(NC(=S)N2CCc3ccccc3C2)c1	6	-8	1.9	15	-6	14	-7	-0.1	96
Cc1ccc(-c2cc(C(=O)N/N=C/c3c(C)nn(-c4ccccc4)c3C)[nH]n2)cc1	-10	-3	-1.8	30	.	-5	-2	-0.7	.
COc1ccccc1N1CCN(C(=O)c2cc(-c3ccco3)on2)CC1	0	0	-4.3	-3	0	-27	-2	-0.2	108
O=C(Nc1ccc(F)c([N+](=O)[O-])c1)C1CC(=O)N(Cc2ccccc2)C1 (centres undefined)	0	2	-1.8	-10	-44	3	-10	-1.6	96
O=Cc1ccc(-c2nc3ccccc3s2)o1	3	3	-1.3	-1	-4	9	15	-2.1	97
CC1=C(C)CC(C(=O)NC2CCCC2)C(C(=O)O)C1 (centres undefined)	-4	-4	-1.8	34	-1	1	9	-1.7	94
CC(C)c1ccc2c(c1)C(c1ccc(N3CCOCC3)cc1)=NNC(c1cccs1)=N2	4	4	-3.7	6	-12	-12	-23	-2.7	90
O=C(Oc1cccnc1)c1cc(S(=O)(=O)N2CCCCC2)ccc1Cl	5	7	-0.4	21	-7	1	-32	-3.1	87
CCN(CC)S(=O)(=O)N1CCC(C(=O)NCCC2=CCCCC2)CC1	-2	5	-3.5	-2	-4	-32	-2	-2.2	94
COc1ccc(CN2CCN(C(=O)c3cccnc3)CC2)cc1Br	-4	2	-1.6	19	0	-5	21	-3.5	92
COC(=O)C1=NN(c2cccc(C)c2)C2C(=O)N(c3ccccc3OC)C(=O)C12 (centres undefined)	6	-2	1.5	15	10	-18	19	-2.5	95
Nc1ncnc(Nc2ccccn2)c1[N+](=O)[O-]	-5	2	-2.3	11	1	-2	16	-1.9	99
CSc1ncccc1-c1nc2ccccc2[nH]1	4	-3	-1.3	-10	2	1	3	-1.8	104
COC(=O)[C@H](CCSC)NC(=O)NC1CC1	-7	-3	-0.6	12	-11	-6	16	-1.3	94
Cc1cccc2cc(CN(Cc3cccs3)C(=S)NCC3CCCO3)c(=O)[nH]c12 (centres undefined)	-11	0	-2.6	15	0	-18	17	-2.4	102
CN(C)S(=O)(=O)N1CCC(Oc2ccc(C(=O)N3CCCCCCC3)cc2)CC1	-3	-6	-1.9	9	7	-53	-5	-4.8	104
Cc1cc(NC(=O)CN2CCCC(C)C2)no1 (centres undefined)	0	-8	1.6	12	-15	9	12	0.8	75
Cc1ccc(C(C(=O)NC2CCCCC2)N(CCC(C)C)C(=O)CNC(=O)c2ccco2)o1 (centres undefined)	-1	-2	-0.9	2	4	-31	4	-0.8	105
O=C(N/N=C/c1cccc([N+](=O)[O-])c1)c1ccccc1-n1cccc1	2	-5	-3.9	16	6	-2	2	-2.6	104
Cc1ccc(S(=O)(=O)c2ccc(NC(=O)c3c(F)cccc3F)cc2)cc1	-12	-20	1.4	14	1	-12	-8	-0.6	102
CC(C(=O)N(C)C)N1c2cccc3cccc(c23)S1(=O)=O (centres undefined)	5	5	-0.5	16	2	-5	10	-1.1	104
CC1=C(C(=O)Nc2cccc(C(=O)N3CCC(C(N)=O)CC3)c2)SCCO1	20	-1	-5.7	-17	3	-14	-1	-0.9	106
Nc1nnn(CC(=O)N/N=C/c2cn[nH]c2-c2ccccc2)n1	-33	4	-2.5	.	16	-1	1	-3.5	113
Cn1nc(CC(=O)NCCN2C(=O)CSC2=O)c2ccccc2c1=O	12	10	-2.9	20	0	-3	-1	-2.4	100

3 entries out of the list, ordered by formula weight, largest number first:
SMILES	NS3 helicase inh	PfM18AAP inh	VIM-2 inh	NALP1 inh	MEKK2 mut-MEK5	DNA FID counter	SUMO HTRF inh	IMP-1 inh	MEKK2wt PB1 HTS
Cc1cccc2cc(CN(Cc3cccs3)C(=S)NCC3CCCO3)c(=O)[nH]c12 (centres undefined)	-11	0	-2.6	15	0	-18	17	-2.4	102
CN(C)S(=O)(=O)N1CCC(Oc2ccc(C(=O)N3CCCCCCC3)cc2)CC1	-3	-6	-1.9	9	7	-53	-5	-4.8	104
Nc1ncnc(Nc2ccccn2)c1[N+](=O)[O-]	-5	2	-2.3	11	1	-2	16	-1.9	99

Later entries.
SMILES	NS3 helicase inh	PfM18AAP inh	VIM-2 inh	NALP1 inh	MEKK2 mut-MEK5	DNA FID counter	SUMO HTRF inh	IMP-1 inh	MEKK2wt PB1 HTS
COc1cc(NC(=S)Nc2ccc(OC(F)F)cc2)cc(OC)c1	-14	-4	-3.0	12	13	-8	23	-1.0	100
Cc1ccc(S(=O)(=O)N2CCOCC2)cc1C(=O)NC(=S)N(Cc1ccccc1)C(C)C	5	7	-4.0	8	1	-28	-6	-1.9	104
Cc1c(Cl)cccc1N1CC(C)(C)C1=O	1	-6	-2.0	-7	-12	-2	15	0.3	88
COc1ccc(S(=O)(=O)N2CCCCCC2)cc1NC(=O)Cc1cc(OC)c(OC)c(OC)c1	2	4	-2.7	26	1	-12	-10	-3.3	102
CCN(CC)S(=O)(=O)c1ccc2oc(C(=O)NC(C)C)c(C)c2c1	-5	3	-3.5	6	3	-25	18	-2.7	108
CCC(=O)N1CCc2cc(S(=O)(=O)CCC(=O)Nc3ccc(CC)cc3)ccc21	-6	-1	0.8	23	.	-12	-13	0.5	.
CN1C(=O)[C@H]2[C@@H](c3ccc(F)cc3)N3C(=O)c4ccccc4NC(=O)[C@@]3(C)[C@H]2C1=O	-5	3	-3.9	0	0	-11	-1	-2.4	104
CC(C)C(O)(C#CCN1CCCCC1)C(C)C	5	-1	0.0	41	12	4	-11	-2.1	96
Cc1ccccc1C(=O)Nc1ccc(C(=O)NNC(=O)CCCOc2ccc(Cl)cc2Cl)cc1	-11	-3	0.0	6	3	-4	2	-1.4	107
O=Nc1c(O)n(Cc2cccc(Cl)c2)c2ccccc12	2	12	-1.6	-4	-2	-15	15	-4.5	92
COCCCNC(=O)c1cc(-c2cccnc2)nc2ccc(S(=O)(=O)N3CCCCCC3)cc12	10	-8	1.7	30	-1	-7	-7	-0.8	99
O=C(COc1cccc2c1CCN(Cc1ccc(Br)cc1)C2=O)NCc1ccco1	1	2	-2.0	30	10	-21	-16	0.5	96
Cc1ccc2oc(=O)c3cnn(CC(=O)NCCN(C)C)c3c2c1	0	2	-1.4	5	8	0	6	-2.9	110
CCn1nnnc1SCC(=O)Nc1ccc(F)cc1	-12	-11	2.0	-4	-6	-2	16	0.8	96
O=S1(=O)CCC(NS(=O)(=O)/C=C/c2ccccc2)C1 (centres undefined)	3	-1	-3.1	3	6	-3	5	-6.9	98
CN(C)/C=N/C(=S)Nc1ccc(Cl)c(Cl)c1	0	-2	-5.2	9	-5	0	14	-2.1	99
Cc1ccc(-n2c(SCC(=O)Nc3cccc(C)c3)nc3c(oc4ccccc43)c2=O)cc1	1	7	-3.1	22	0	-2	17	-3.5	103
Cc1nc(N2CCOCC2)nc(N2CCN(c3ccccc3)CC2)c1[N+](=O)[O-]	-2	-8	-4.0	-14	5	3	-8	-1.4	103
Cc1oc(C(=O)O)cc1COc1cccc2cccnc12	1	0	-1.6	-1	-4	-7	9	-5.4	93
COc1ccc(N2CCN(C(=O)CC(NC(N)=O)c3cccc(Oc4ccccc4)c3)CC2)cc1 (centres undefined)	-17	2	-3.0	9	2	-28	-1	-2.7	98
COc1cc(C2C(C#N)=C(N)N(N(C)C)C3=C2C(=O)CCC3)ccc1O (centres undefined)	-6	19	-0.8	22	-3	-1	14	-1.2	101
CCOC(=O)c1c(NC(=O)COC(=O)c2cc(OC)c(OC)cc2[N+](=O)[O-])sc(C)c1C	10	-2	-4.0	27	-1	-4	7	-2.0	101
Cc1ccc(C)c(NC(=O)CCN2C(=O)c3ccccc3C2=O)c1	7	-2	-2.9	9	3	-10	-6	-3.6	101
S=c1[nH]nc(/C=C/c2ccccc2)o1	-3	8	-0.5	2	-4	-5	25	-3.9	100
O=C(Oc1cccc2ccccc12)c1cc(Cl)nc2ccccc12	2	-3	-3.0	18	10	-4	-9	-3.8	111
COc1cccc(CSc2nc3sc(C)c(C)c3c(=O)n2Cc2ccco2)c1	5	1	-3.3	28	-2	-2	20	-3.5	96
Cc1cc(C)n2nc(CC#N)c(C#N)c2n1	-2	4	-1.3	-13	-1	-12	21	-2.1	92
CCOc1ccc(C(C)=O)cc1Cn1c(=O)oc2ccccc21	-18	-10	2.3	9	2	-23	3	-2.5	108
Cn1nccc1C(=O)N1CCN(c2ncccn2)CC1	-2	-9	-1.4	-10	4	0	6	-1.6	101
O=S(=O)(NCC1NCCc2ccccc21)c1ccccc1 (centres undefined)	-12	-5	-0.2	1	-1	2	-4	-1.3	108
COC(=O)c1ccc(S(=O)(=O)N2CCCN(Cc3cccc(Br)c3F)CC2)n1C	-35	-3	-2.6	.	-38	-12	-2	-4.2	53*[inhibitor]
Cc1ccc(C(=O)C2=C(O)C(=O)N(Cc3cccnc3)C2c2ccc(OC(C)C)cc2)o1 (centres undefined)	15	19	-0.1	10	-12	-65	-6	-0.7	77
CC(=O)Nc1nc(C)c(-c2csc(Nc3ccc(O)cc3)n2)s1	-4	28*	1.5	26	0	5	-21	-4.9	105
C=CCn1c(Cc2nc3ccc(Cl)cc3[nH]2)n[nH]c1=S	8	13	-3.9	3	2	-8	5	-3.7	106
CSc1nc(-c2ccco2)nn1C(=O)Cc1ccccc1	4	-4	-2.1	2	1	-4	-3	-6.6	104
CC(C)(C)C(=O)N1CCN(c2ccc([N+](=O)[O-])cc2-n2cccc2)CC1	4	3	-1.2	.	-1	-18	22	-2.2	99
CCOc1ccc(S(=O)(=O)Nc2cc(Cl)ccc2O)cc1	-1	-6	-0.1	-3	4	-2	-20	-3.0	106
